Screens: PubChem BioAssay, several laboratories
phage Ecoli inh: E. coli growth loss with phage present | 0.26% of 360,000 active | growth absorbance | inhibition, % at 11.9 µM; in the data active = inhibition above about 11%
AddAB inh: less growth of phage-infected E. coli with AddAB | E. coli expressing H. pylori AddAB, absorbance growth | inhibition, % at 11.9 µM | 0.29% of 330,000 active; in the data active = inhibition above about 12%;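 also: 0% = vehicle wells of infected cells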
PKA-R1A act: PKA-R1A complex activation. P00514+P68181. PKA-R1A dissociation, Cy5-IP20 fluorescence polarization; scaled: DMSO 0%, 113 µM cGMP 100%. activation, % at 11.4 µM. 0.083% of 340,000 active. AID 504707;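 active = percent activation above the mean of all tested compounds plus 3 SD, cut at about 19% in these data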;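 also: higher means more PKAc released from R1A so a rise in polarization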
SUMO Mot1 rescue: inhibitors of SUMOylation pathway: yeast Mot1-301 growth rescue; S. cerevisiae Mot1-301 growth rescue, ATP luminescence, 38.5C; percent above DMSO median, 100 means doubled; 1% of 320,000 active; AID 2716; growth rescue, % at 18.8 µM;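 active = every valid replicate shows activation above 250% relative to neutral control wells; inactive = the rest, any valid replicate at or below 250%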;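 also: OY570 slx delta 5 strain wells were the positive control but not used for scaling; some compounds called inactive have numbers as strong as hits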
PKA-R2B activ: activators of human PKA-R2B complex. activation, % at 11.4 µM. PKA-R2B holoenzyme dissociation, Cy5-IP20 fluorescence polarization; R2B truncated from residue 108, S112A mutant; 0% DMSO only, 100% 113 µM cGMP. 0.079% of 340,000 active. P22694+P31323;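 active = activation above a cutoff set at the mean over all compounds plus 3 SD, cut at about 18% in these data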;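 also: higher means more holoenzyme dissociation and a rise in polarization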
Target sequence (P31323 whole entry, looked up, other chains not shown, the tested form may be a part): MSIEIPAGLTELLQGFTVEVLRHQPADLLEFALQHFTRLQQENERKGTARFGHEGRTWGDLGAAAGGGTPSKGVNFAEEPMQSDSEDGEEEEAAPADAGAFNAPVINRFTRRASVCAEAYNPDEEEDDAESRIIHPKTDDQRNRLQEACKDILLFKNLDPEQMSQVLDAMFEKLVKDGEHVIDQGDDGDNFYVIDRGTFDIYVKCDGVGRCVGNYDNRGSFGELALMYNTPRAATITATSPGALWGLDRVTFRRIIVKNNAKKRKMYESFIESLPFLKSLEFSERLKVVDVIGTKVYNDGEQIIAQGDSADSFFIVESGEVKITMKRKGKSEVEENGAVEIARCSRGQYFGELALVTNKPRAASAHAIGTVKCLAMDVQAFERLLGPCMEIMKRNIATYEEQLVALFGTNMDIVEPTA
Tat export inh: blocks Tat-dependent protein export in E. coli; E. coli MC4100 TorA-mCherry Tat export, fluorescence; 0.036% of 340,000 active; inhibition, % at 10 µM;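 active = mean replicate inhibition at least 50% and at least half of replicates individually reaching 50%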;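 also: exported cargo escapes ClpAP degradation while cytoplasmic cargo is degraded and loses fluorescence; 0% = median of neutral control wells and 100% = median of NaSCN control wells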
OPRM1-OPRD1 ag: agonists of human mu-delta opioid receptor heterodimerization; P35372+P41143; cells, OPRM1-OPRD1 heterodimerization, luminescence; activation, % at 9.3 µM; 0.3% of 340,000 active; AID 504326; in the data active = activation above about 18%;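 also: 0% = vehicle-treated cells and 100% = reference agonist; values of inactives mirror those of a sister screen read the other way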
PfHsp90 set2: reduces growth (ATP signal) of yeast expressing P. falciparum Hsp90 | inhibition, % at 9.4 µM | 0.32% of 310,000 active | S. cerevisiae expressing PfHsp90, BacTiter-Glo ATP, 48 h; yeast lacking PDR1 and PDR3 efflux regulators | AID 504621;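 active = every replicate shows inhibition above about 80%, whatever the replicate mean, limit read from the data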;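 also: 0% = DMSO neutral controls and 100% = 20 µM radicicol positive controls; yeast relying on Plasmodium falciparum Hsp90 in place of its own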
OPRM1-OPRD1 inv: inverse agonist of human OPRM1-OPRD1 heterodimerization | AID 504357 | cell-based MOR-DOR heterodimer luminescence, inverse agonism | inhibition, % at 9.3 µM | 0.21% of 340,000 active; in the data active = inhibition above about 22%, passing the limit was not always enough;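 also: 0% = cells with DMSO and 100% = wells without cells with DMSO; values of inactives mirror those of a sister screen read the other way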
HTR5A inv ctr: counter-screen for OPRM1-OPRD1 inverse agonists: human HTR5A inverse agonism; HTR5A cell line, luminescence; inhibition, % at 9.3 µM; 0.083% of 340,000 active; in the data active = inhibition mostly above about 23%, no sharp cut-off; inactive = mostly below about 18%;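 also: 0% = cells with DMSO and 100% = no-cell wells with DMSO; some compounds called inactive have numbers as strong as hits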
Target sequence (P47898 whole entry, looked up): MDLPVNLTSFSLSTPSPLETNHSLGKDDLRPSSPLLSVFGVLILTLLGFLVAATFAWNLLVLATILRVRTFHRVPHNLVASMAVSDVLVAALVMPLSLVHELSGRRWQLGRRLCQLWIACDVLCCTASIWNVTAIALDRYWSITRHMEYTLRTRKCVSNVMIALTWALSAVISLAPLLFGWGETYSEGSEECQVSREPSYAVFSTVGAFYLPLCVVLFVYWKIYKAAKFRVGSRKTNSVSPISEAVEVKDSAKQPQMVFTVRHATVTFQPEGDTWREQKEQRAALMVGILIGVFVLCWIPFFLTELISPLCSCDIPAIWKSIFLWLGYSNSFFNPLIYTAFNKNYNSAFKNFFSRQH
Ecoli viability: counter-screen for AddAB inhibitors: E. coli growth inhibition | E. coli V3065 growth, OD600 absorbance, 18 h | 0.27% of 330,000 active | inhibition, % at 11.9 µM | AID 449728;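 active = inhibition above the campaign's mean inhibition across all tested compounds plus 3 SD, cut at about 9.9% in these data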;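 also: uninfected addAB+ strain grown without phage in ampicillin broth; 0% = DMSO wells and 100% = ciprofloxacin 0.95 µg/ml wells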
Active calls of the source: *; . = no result given.

Structure	Ecoli viability	OPRM1-OPRD1 ag	PKA-R2B activ	AddAB inh	PfHsp90 set2	OPRM1-OPRD1 inv	HTR5A inv ctr	phage Ecoli inh	Tat export inh	PKA-R1A act	SUMO Mot1 rescue
CC(=O)NC(Cc1ccccc1F)C(=O)NC1CCN(S(=O)(=O)c2ccccc2)CC1 (stereo unspecified)	.	-2.5	-10	.	23	16	0	1.0	-2	0	.
COc1ccc(-c2c(C)c3ccc(O)cc3oc2=O)cc1	0.3	-1.8	-6	1.4	-12	9	-14	3.8	-8	-2	-4
CC1(c2nnc(Cc3ccccc3)o2)CC(c2cccc(Cl)c2)=NO1 (stereo unspecified)	0.8	-2.6	-22	1.7	.	14	12	1.8	-10	-12	12
COc1cc(CC(=O)OCC(=O)Nc2ccccc2C#N)cc(OC)c1OC	0.9	-2.4	-5	2.1	.	10	-16	3.5	2	-2	-14
O=C(NCCc1ccc(F)cc1)c1ccc(Cl)c(S(=O)(=O)N2CCOCC2)c1	1.2	0.4	2	2.3	7	-2	-9	1.4	16	-18	-2
C=CCC[C@@H](Cc1ccc(F)cc1)C(=O)OCCNC(=O)[C@H](CC=C)CC(=O)NCCO	-0.7	-2.0	-2	1.9	-14	9	5	1.8	-4	7	4
O=S1(=O)CCN(Cc2cccc(C(F)(F)F)c2)CC1	3.0	-1.2	10	-0.8	-7	5	-15	2.6	3	-1	-1
CCCCCCSc1ccc([C@@H]2[C@H]3C(=O)N(C)C(=O)[C@H]3[C@]3(C(=O)OC)CCCCN23)cc1	-0.3	-0.5	-5	2.6	-15	3	-5	-4.1	5	1	308
O=C(Nc1ccc(Nc2ccccc2)cc1)c1ccccc1F	3.6	-1.0	-1	6.7	-23	5	-5	5.9	-4	-2	23
COc1cccc(CNC(=O)c2ccc(C3SCCS3)cc2)c1	0.6	-0.3	5	1.5	6	1	14	0.9	-6	-9	-14
COC(=O)c1onc(-c2c(Cl)cccc2Cl)c1C(=O)OC	-0.5	-0.5	0	0.8	-7	3	11	1.0	-1	6	-1
O=C(NCc1ccco1)c1cc(-c2ccccc2)c(N2CCOCC2)s1	-3.2	-2.6	-4	-0.5	-24	15	-3	1.7	6	-7	22
COC(=O)COc1c(/C=C\c2nc(O)c([N+](=O)[O-])c(=O)[nH]2)cccc1OC	-0.7	-1.8	5	2.6	-23	10	-18	3.1	4	4	3
O=C(NC(=S)N1CCN(c2ccccc2)CC1)c1ccco1	-2.4	-1.6	-5	-0.2	15	6	-6	2.4	2	1	2
COc1ccc(-c2nc(C3CCCCC3)c3cc(OC)ccc3n2)cc1	1.6	0.7	-6	1.0	3	-4	-16	0.2	-6	2	-2
COC(=O)c1ccc(CSc2ncnc3c2oc2ccccc23)o1	-0.8	1.9	4	-0.9	8	-10	8	1.2	0	-6	58
CCN(CC)CCNC(=O)c1ccc(-n2c(C)cc3c2CCCC3=O)cc1	0.2	3.1	7	0.6	-15	-15	27	1.2	-1	0	-16
CCOC(=O)C1C(=O)CC(C)(O)C(C(=O)OCC)C1c1ccc(NC(C)=O)cc1 (stereo unspecified)	-1.3	-2.1	4	0.8	-1	13	11	2.0	-6	-5	15
CC(C)CN1C(=O)c2ccc(NC(=O)Cc3ccccc3)cc2C1=O	0.5	4.4	15	-1.4	20	-22	-22	3.0	-7	-8	26
CC(Sc1nnnn1C)C(=O)Nc1nc(-c2ccc(F)c(F)c2)cs1 (stereo unspecified)	0.1	1.5	-9	1.1	-3	-6	-15	-5.0	-2	-4	-19
COc1ccc(NC(=O)N2CCCC(c3nc(-c4ccc(F)cc4)no3)C2)cc1 (stereo unspecified)	1.4	-2.5	3	0.8	-6	13	14	4.2	-2	-7	-14
Cn1c(=O)oc2cc(S(=O)(=O)N3CCCCC3)ccc21	1.6	-2.9	-6	3.0	-8	16	-4	1.5	5	-4	-7
O=C(Cc1cccs1)N(Cc1cccs1)C1(C(=O)NC2CCCCC2)CCCCC1	1.4	-1.4	-10	0.4	.	8	3	3.2	-1	3	-26
Cc1cccc(NC(=S)c2nc3ccccc3s2)c1	3.9	-0.8	3	3.6	.	4	23	-1.9	0	3	17
CN1C(=O)NC(c2ccccc2)C2=C1CN(Cc1ccco1)C2=O (stereo unspecified)	2.0	0.3	-7	-0.6	0	-2	-12	2.1	-14	3	6
Cc1[nH]c2ccccc2c1/C=N/NC(=O)c1cccc(F)c1	1.1	-4.3	-5	0.0	10	21	-15	3.2	0	7	-3
COc1cc([N+](=O)[O-])ccc1NC(=O)/C=C\C(=O)O	-1.2	-1.1	-7	-0.1	-131	6	26	3.5	-7	-12	125
O=S(=O)(NCCCc1ccccc1)c1ccccc1	1.0	0.6	-4	3.4	13	-2	7	4.8	-1	4	-7
O=[N+]([O-])c1cccc(/C=N/Nc2ccccn2)c1	-3.1	-1.0	1	2.8	-9	5	0	3.9	-8	-2	-31
COC(=O)CCC(=O)c1oc2ccc(Br)cc2c1N	-0.4	-2.8	-8	-0.8	.	13	-26	1.5	-3	7	-21
COc1ccc(C(NC(=O)c2ccc(F)cc2)c2ccccc2)cc1 (stereo unspecified)	2.2	-1.7	6	-1.4	-1	10	11	3.5	-11	-7	-2
COc1ccc(CNC(=O)COc2cccnc2[N+](=O)[O-])cc1	-1.1	-1.1	9	-0.1	14	6	2	5.0	-6	2	-4
COc1ccc(C(CNC(=O)c2cccc(NS(=O)(=O)c3ccc(Br)cc3)c2)N(C)C)cc1 (stereo unspecified)	-1.0	74*	-4	-2.2	-12	-384	14	1.3	3	-17	6
Cc1cc(C)c[n+](CC(=O)c2ccc(C)c([N+](=O)[O-])c2)c1	-1.4	-0.5	-1	3.2	10	2	0	2.5	-9	-7	-4
CC1CCN(C(=O)Cn2ncc3c4ccccc4n(C)c3c2=O)CC1	-1.9	0.4	-8	-0.8	15	-2	10	-0.8	-1	-16	0
Cc1cc[n+](-c2ccccc2)c2ccccc12	1.7	1.3	-1	0.9	13	-6	-13	1.1	-4	1	-4
C[C@H](CO)N1C[C@H](C)[C@@H](CN(C)S(=O)(=O)c2cccs2)Oc2ccc(NC(=O)c3ccncc3)cc2C1=O	0.8	-1.1	14	3.6	-3	6	-3	2.0	-1	6	-14
Cc1ccccc1OCCN1CCC(Cc2ccccc2)CC1	5.5	0.9	-7	3.7	-20	-5	5	2.5	-5	2	6
Cc1c(N=Cc2ccco2)c(=O)n(-c2ccccc2)n1C	-1.1	-0.3	-3	5.8	-20	2	6	1.4	1	-2	15
Cc1cc(C(=O)CC#N)c(C)n1-c1ccc(OC(F)F)cc1	1.2	-3.1	1	-0.6	-7	17	-21	2.3	2	-1	23
O=C(C1=C[C@H](C2CC2)C[C@H](OCCCCO)O1)N1CCOCC1	-1.5	-1.0	-3	4.2	1	5	12	1.4	-8	-4	1
Cc1ccsc1C(=O)OCC(=O)N1CC(C)CC(C)C1 (stereo unspecified)	1.2	-1.4	0	2.1	.	7	0	1.2	7	-3	2
COc1cccc(NS(=O)(=O)c2nc3nc(C)cc(C)n3n2)c1	-0.5	-1.6	-2	3.6	0	8	7	0.9	1	-4	82
Cc1cc(C(=O)COC(=O)Cc2n[nH]c(=O)c3ccccc23)c(C)n1-c1ccc2c(c1)OCO2	-1.2	-3.9	-8	3.0	-30	20	14	2.8	-2	-16	1
CCCN=C(C)C1=C(O)c2ccccc2C1=O	0.9	-1.3	-4	0.5	-3	7	12	4.1	1	9	-15
COC(=O)C1CCN(C(=O)c2ccc(OC)c(S(=O)(=O)N3CCCc4ccccc43)c2)CC1	-1.1	-2.2	9	-3.9	-4	11	-8	1.8	-4	-1	3
Cc1ccc(S(=O)(=O)N(CC(=O)O)c2ccc(Cl)c(C(F)(F)F)c2)cc1	0.0	-0.6	4	3.1	13	3	-2	3.3	-3	-7	-13
CS(=O)(=O)c1ccc2nc(NC(=O)C3COc4ccccc4O3)sc2c1 (stereo unspecified)	-2.9	0.9	-1	-0.1	15	-5	28	1.4	-13	-3	81
O=C1CN(C(=O)COC(=O)Cc2ccsc2)c2ccccc2N1	2.0	-1.1	2	2.6	1	6	-6	0.5	5	-3	-9
Cc1ccsc1-c1nc(CSCC(=O)NCc2ccc3c(c2)OCO3)c(C)o1	1.3	-0.5	1	2.5	-15	3	-12	2.1	6	-3	-7
COc1cc2ccccc2cc1C(=O)Nc1ccc(N2CCN(C)CC2)cc1	1.2	-0.8	3	0.2	-16	4	-15	0.9	5	-1	3
O=C1CSC(c2ccccc2)N1c1cccnc1 (stereo unspecified)	-2.7	-1.2	0	2.0	-6	6	-14	0.8	-7	1	7
O=C(NCCNC(=O)C1CC2CCC1C2)C1CC2CCC1C2 (stereo unspecified)	2.0	-1.0	5	2.8	4	6	23	1.1	4	-4	-1
O=C(O)C1CC=CCC1C(=O)Nc1ccccc1C(=O)N1CCN(c2ccc(F)cc2)CC1 (stereo unspecified)	3.8	-1.8	2	3.2	-15	9	9	3.0	-1	1	0
COC(=O)C1=C(C)NC(=O)CC1c1ccccc1 (stereo unspecified)	-0.1	-5.4	2	-0.2	0	26	-3	0.9	-4	-4	10
CN(C)C(=O)Cn1c(SCC(=O)N2CCCc3ccccc32)nc2ccccc21	-2.0	.	-2	1.1	18	.	.	3.6	-7	3	215
CC(C)NC(=O)CC1(C(=O)NCc2ccc(Cl)cc2)CCCC1	0.8	-0.5	4	2.6	7	3	-9	0.7	-6	5	302*
COc1ccc(N2CCN(C(=O)c3ccccc3N(C)S(=O)(=O)c3ccccc3)CC2)cc1	1.3	-1.6	2	5.4	-39	6	-2	0.7	0	-7	-17
Cc1cc(C)n(CC(=O)n2nc(C)cc2C)n1	-0.3	-0.8	0	0.5	-17	5	-7	2.1	2	5	2
O=C(NCC(c1ccco1)N1CCc2ccccc2C1)C(=O)Nc1ccc(F)cc1F (stereo unspecified)	-0.3	3.6	-1	0.1	11	-23	10	2.4	-4	0	-5

Other records
Structure	Ecoli viability	OPRM1-OPRD1 ag	PKA-R2B activ	AddAB inh	PfHsp90 set2	OPRM1-OPRD1 inv	HTR5A inv ctr	phage Ecoli inh	Tat export inh	PKA-R1A act	SUMO Mot1 rescue
O=C(O)/C=C/C(=O)Nc1cccnc1	-0.2	-0.3	-5	3.5	-1	2	-13	1.2	-4	0	-14
CN(C)c1nc(Nc2ccccc2)nc(Oc2ccc(=O)[nH]n2)n1	0.1	-0.3	-3	5.7	19	2	-1	3.2	-14	-7	61
CCOc1ccc(/C=C/C(=O)N2CCOCC2)cc1OC	1.1	-1.2	-6	-1.0	-20	6	12	-2.5	7	-6	-21
Cc1cc(C)c2c(N)c(C(=O)NN)sc2n1	1.5	-0.4	3	2.8	31	2	-12	1.7	-10	4	47
O=C(NCc1cccnc1)Nc1cccc(NC(=O)NCc2cccnc2)c1F	0.4	-1.7	-2	0.8	9	8	-11	2.8	4	9	-19
O=C(COC(=O)c1ccccc1)NCCC1=CCCCC1	-0.5	-0.9	2	3.0	-15	5	4	3.4	3	6	4
O=C(Cc1ccccc1)Nc1c2c(nn1-c1cccc(Cl)c1)CS(=O)(=O)C2	2.2	1.2	-4	2.8	-5	-7	-16	0.2	-4	-5	-11
